Source: PubChem BioAssay
GPR151 ag: activates the human receptor GPR151. Q8TDV0. PathHunter beta-arrestin GPR151 cells, luminescence. activation, % at 11.2 µM. actives 1% (n = 650,000). AID 1508602; in the data active = activation above about 4.9%;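 note: 0% = median of compound wells and 100% = cells with positive control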
Target sequence (Q8TDV0 whole entry, looked up): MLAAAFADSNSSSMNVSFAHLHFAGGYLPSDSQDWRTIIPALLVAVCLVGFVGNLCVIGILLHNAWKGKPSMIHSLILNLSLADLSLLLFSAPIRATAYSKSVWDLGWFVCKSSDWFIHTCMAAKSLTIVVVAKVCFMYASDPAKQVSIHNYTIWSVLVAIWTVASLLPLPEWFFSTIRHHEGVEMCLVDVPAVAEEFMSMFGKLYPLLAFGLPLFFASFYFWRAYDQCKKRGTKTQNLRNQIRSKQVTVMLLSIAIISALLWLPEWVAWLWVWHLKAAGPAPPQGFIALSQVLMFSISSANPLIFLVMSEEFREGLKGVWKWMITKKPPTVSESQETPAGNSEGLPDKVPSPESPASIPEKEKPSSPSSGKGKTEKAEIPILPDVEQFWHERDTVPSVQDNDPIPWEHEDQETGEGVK
FBW7 activator: activators of human E3 ligase FBW7; Q969H0; AlphaScreen FBW7–phospho-cyclin E peptide binding, activator screen; normalized activity (activation), % at 26.1 µM; actives 0.13% (n = 650,000); AID 1259310; in the data active = normalized activity above about 1.9%;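 note: purified mutant Fbw7 with reduced substrate affinity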
Target sequence (Q969H0 whole entry, looked up): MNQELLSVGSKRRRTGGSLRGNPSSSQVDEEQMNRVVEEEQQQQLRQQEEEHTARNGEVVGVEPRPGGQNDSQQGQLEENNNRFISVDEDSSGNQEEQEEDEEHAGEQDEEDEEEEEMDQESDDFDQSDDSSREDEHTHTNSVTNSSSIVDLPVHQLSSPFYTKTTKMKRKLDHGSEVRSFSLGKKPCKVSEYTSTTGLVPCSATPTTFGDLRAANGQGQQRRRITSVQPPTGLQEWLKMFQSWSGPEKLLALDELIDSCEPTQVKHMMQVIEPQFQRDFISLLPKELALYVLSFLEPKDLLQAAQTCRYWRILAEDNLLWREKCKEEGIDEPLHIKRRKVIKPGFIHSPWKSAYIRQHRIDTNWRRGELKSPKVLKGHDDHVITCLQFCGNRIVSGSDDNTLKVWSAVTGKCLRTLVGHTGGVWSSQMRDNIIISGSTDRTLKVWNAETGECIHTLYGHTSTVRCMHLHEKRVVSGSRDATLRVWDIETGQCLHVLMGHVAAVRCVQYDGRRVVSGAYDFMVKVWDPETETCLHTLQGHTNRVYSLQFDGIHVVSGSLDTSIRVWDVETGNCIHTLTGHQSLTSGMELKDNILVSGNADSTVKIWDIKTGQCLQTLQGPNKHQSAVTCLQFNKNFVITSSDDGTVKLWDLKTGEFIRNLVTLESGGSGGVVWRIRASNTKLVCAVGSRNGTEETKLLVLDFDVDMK
TEAD-YAP inh: TEAD-YAP interaction inhibition | HEK-TIYL cells, TEAD-Gal4/YAP UAS-luciferase luminescence | inhibition, % at 9.12 µM | actives 1.4% (n = 640,000) | AID 1259422; in the data active = inhibition above about 32%;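 note: 0% = median of test compound wells and 100% = reference inhibitor wells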
MITF inh: blocks human microphthalmia-associated transcription factor | inhibition, % at 2.6 µM | O75030 | AlphaScreen MITF homodimerization, bead proximity signal | actives 0.91% (n = 650,000); in the data active = inhibition above about 50%;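 note: 0% = vehicle wells with protein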
The depositor's hits bear a star; / = no result given; & = joins results of further samples.

SMILES	GPR151 ag	FBW7 activator	TEAD-YAP inh	MITF inh
CC(=O)Nc1ccc(S(=O)(=O)NC(Cc2ccccc2)C(=O)O)cc1 (stereo not given)	0.1	0.4	8	15
COc1cc(/C=C/c2ccc(OC)cc2OC)cc(OC)c1	1.0&1.6	-0.1	/	10&-7
COc1ccc(S(=O)(=O)Cc2ccc(C(=O)N3CCC(C(N)=O)CC3)o2)cc1	0.8	0.0	-10	3
COC(=O)C1=C(C(=O)OC)[C@@H]2N(C)c3ccc(OC)cc3[C@@]23C[C@@H](C(=O)OC)N(C(=O)NC(C)(C)C)C3=N1	0.0	-0.1	/	24
O=C1CCC(CCNCc2cccc(C(F)(F)F)c2)N1CCCn1ccnc1 (stereo not given)	0.9	-0.1	2	-8
Cc1c(C(=O)Nc2ccc(Oc3ccc4c(c3)C(=O)N(Cc3ccco3)C4=O)cc2)sc2ncn(CC(=O)N3CCCC(C)C3)c(=O)c12 (stereo not given)	-0.9	0.0	10	-7
O=C(COc1ccc2ccc(=O)oc2c1)Nc1cccc(I)c1	0.9	-0.1	2	5
CCOC(=O)c1sc(=NC(=O)CN2C(=O)CCC2=O)n(C)c1C	-0.9	0.0	-2	5
CCC(O)CNC(=O)c1ccc(OC)c(OC2CCN(C(C)C)CC2)c1 (stereo not given)	-1.0	0.1	8	15
Cc1cc(C(F)F)n2nc(C(=O)Nc3ccccc3Cl)nc2n1	0.0	0.9	-3	-4
CCOc1ccccc1-c1nnc(SCC(=O)Nc2ccc(OC)cc2[N+](=O)[O-])o1	0.7	-0.1	11	-7
CC1=C(C(=O)N(C)C)C(c2ccccc2[N+](=O)[O-])NC(=O)N1 (stereo not given)	-0.8	0.0	0	-16
CCCC1CCC(C2CCC(OC(=O)c3cncc(Br)c3)CC2)CC1 (stereo not given)	0.5	-0.1	-6	-3
COc1ccc(OC)c(S(=O)(=O)Nc2ccc(OCc3ccccc3)cc2)c1	1.8	0.6	-2	4
CC(=O)c1ccc(-c2nnc(CCC(=O)NCCc3ccccc3F)o2)s1	0.0	0.1	-17	10
O=C(Cc1cccs1)NCCn1nc(-c2cccs2)oc1=O	2.6	0.2	-3	5
O=[N+]([O-])c1ccc(Cl)c(-c2ncnn2-c2ccc(F)cc2)c1	1.2	-0.1	10	10
CCCCC(=O)Nc1nnc(S(=O)(=O)N(CC)c2ccc(OC)cc2)s1	1.6	0.4	0	-16
COC(=O)COc1ccc(S(=O)(=O)Nc2ccc(F)c(Cl)c2)cc1	2.6	0.1	3	15
Cc1ccc2oc(=O)c3cc(C(=O)N4CCN(C(=O)c5ccco5)CC4)sc3c2c1	0.3	-0.2	10	13
COCCNC(=O)c1cc(-c2cccc(Cl)c2)on1	-0.3	0.0	-31	0
CC1CCN(C(=O)CSc2nc3ccccc3c(=O)n2Cc2ccc3c(c2)OCO3)CC1	-2.3	-0.2	16	6
O=C(Cn1[nH]c(=O)c2ccccc2c1=O)NCc1ccco1	-0.1	-0.1	8	-2
CNC(=S)N(Cc1cccnc1)Cc1cc2cc(C)ccc2[nH]c1=O	0.8	-0.1	-7	-14
COc1ccccc1N1CCN(CCNC(=O)c2ccc(F)cc2)CC1	-2.6	1.2	9	26
Other results.
SMILES	GPR151 ag	FBW7 activator	TEAD-YAP inh	MITF inh
Cc1ccccc1NC(=O)C12CC3CCC1(C)C3(C)CO2 (stereo not given)	-1.6	0.2	-2	3
O=C(NC1CCCC1)C1c2ccccc2Oc2ccccc21	-0.2	-0.2	-2	76*
C(=C\c1nc2ccccc2[nH]1)/c1ccccc1	-9.6	0.0	80*	-7
Cc1ccc(C)c(CSc2ncnc3c2c(-c2ccccc2)cn3-c2cccc(F)c2)c1	-1.1	0.0	7	12
CCOC(=O)c1c(NC(=O)c2cc3ccccc3oc2=O)sc2c1CCN(C(C)=O)C2	-0.2	-0.2	5	-4
CC1=C(C(=O)Nc2ccc(Br)cn2)C(c2cccc(Cl)c2)C2=C(CC(C)(C)CC2=O)N1 (stereo not given)	-0.2	0.2	3	-10
Cc1cc(C)n(-c2ccc(NC(=O)C3CCN(Cc4ccoc4)CC3)cc2)n1	1.3	0.7	7	2
CCOc1cc2c(cc1OCC)C(c1cccc(Cl)c1)NCC2 (stereo not given)	0.7	0.3	-7	18
COc1cccc(C(=O)N2CC[C@@H]3[C@H](CCCN3C(=O)CC3=CCCCC3)C2)c1	1.6	-0.1	13	7
CC1CN(c2ccc([N+](=O)[O-])cc2Cl)CCN1C(=O)c1ccccc1 (stereo not given)	0.5	0.1	4	12
CCC(=O)Nc1ccc[n+](C2=Nc3ccccc3NC2=C(C#N)C#N)c1	-1.5	-0.1	6	12
Cc1nc(-c2ccccc2F)cc(N2CCN(c3ccccn3)CC2)n1	-0.6	-0.1	-10	-8
CCN(CC)c1ccc(/C=C(\C#N)C(=O)NC2CCS(=O)(=O)C2)cc1 (stereo not given)	-0.6	0.1	6	-12
Cc1ccc(/C=N/NC(=O)c2cccc(F)c2)c(O)c1	-1.5	0.0	-36	5
Cc1ccc(NC(=O)Cn2c(=O)n(CCC(C)C)c(=O)c3cccnc32)cc1C	1.0	1.8	11	11
COC(=O)c1ccc(NC(=O)c2oc(=O)c3ccccc3c2-c2ccc(C)cc2)cc1	2.5	-0.2	-21	23
CC(C)CNC(=O)C(=O)NCCc1ccc(F)cc1	0.5	-0.2	-9	6
c1cncc(CNc2ncnc3nc(-c4ccc(N5CCOCC5)nc4)[nH]c23)c1	0.4	-0.2	0	-9
CCOC(=O)c1c(NC(=O)CCc2ccccc2)sc(C(=O)Nc2ccccc2C)c1C	-1.4	0.3	1	-18
CC1=C(C(=O)NCCN(C)C)C2(CCCCC2)OC1=O	4.9	0.0	-6	-1
CCOc1ccccc1N1CCN(C(=O)CC(C)(C)C)CC1	0.3	-0.1	3	4
C=CCNC(=O)NC(=O)CSc1ccc(C)cc1C	-0.6	0.1	-5	12
CCOC(=O)C1=CN(Cc2ccc(OC)c(OC)c2)C=C(C(=O)OCC)C1c1ccc(O)c(OC)c1	-1.1	0.7	-27	-9
CCOC(=O)C1=C(C)N=c2s/c(=C/c3ccc4c(c3)OCO4)c(=O)n2C1c1ccc(C)cc1 (stereo not given)	-0.2	0.2	-4	15
O=C(NC1=NN(c2c(Cl)cc(Cl)cc2Cl)C(=O)C1)c1cccc(NC(=O)c2ccc([N+](=O)[O-])cc2)c1	1.2	-0.1	-1	10

3 records picked at random from those above, as already listed:
SMILES	GPR151 ag	FBW7 activator	TEAD-YAP inh	MITF inh
O=C(Cn1[nH]c(=O)c2ccccc2c1=O)NCc1ccco1	-0.1	-0.1	8	-2
O=C(COc1ccc2ccc(=O)oc2c1)Nc1cccc(I)c1	0.9	-0.1	2	5
CCOC(=O)c1sc(=NC(=O)CN2C(=O)CCC2=O)n(C)c1C	-0.9	0.0	-2	5

(further entries)
SMILES	GPR151 ag	FBW7 activator	TEAD-YAP inh	MITF inh
CCOC(=O)c1c(NC(=O)Cc2ccc(OCC)c(OCC)c2)sc2c1CCCCC2	1.2	0.4	-4	28
COc1cc2[nH]c(=O)n(Cc3ccc(C(=O)NC4CCCC4)cc3)c(=O)c2cc1OC	0.4	0.3	-1	-2
N#CCSc1nc2cc(C(=O)N3CCC(C(N)=O)CC3)ccc2c2nc3ccccc3n12	-1.5	0.0	12	21
Cc1ccc2c(c1)C1OCCC1C(c1cccs1)N2 (stereo not given)	-0.1	-0.2	42*	0
CC1CN(C(=S)Nc2ccc3c(c2)OCO3)CC(C)O1 (stereo not given)	-0.2	-0.1	-20	10
COc1cccc(/C=N/Nc2ccc(S(N)(=O)=O)cc2[N+](=O)[O-])c1OC	0.6	0.1	0	9
Cc1ccc2c(c1)N(CC(=O)Nc1ccc(F)cc1)C(=O)C(C)O2 (stereo not given)	1.5	0.1	5	19
COc1cc(F)ccc1S(=O)(=O)N1CCN(c2cccc(Cl)c2)CC1	-1.2	0.1	7	18
CCOc1ccccc1-n1c(SCC(=O)N2CCCC2)nnc1-c1ccc(O)cc1	-1.6	-0.1	-6	-9
CCOC(=O)c1nn(-c2ccc(C)c(Cl)c2)c(=O)c(C#N)c1C	1.6	0.0	2	3
Cc1cc(Cl)ccc1OCCc1c(C)n[nH]c1C	-1.0	0.4	-11	4
COc1ccc(-c2cn3nc(SCC(=O)Nc4cccc(F)c4)ccc3n2)cc1	-3.2	0.0	-56	5
O=C(O)c1cc([N+](=O)[O-])cc([N+](=O)[O-])c1N1CCOCC1	3.4	0.0	4	7
CCOCCCNC(=O)Nc1cn(C)c(=O)c2ccccc12	1.1	0.1	1	-1
COc1cc(OC)cc(C(=O)O/N=C(\N)c2ccc(OC)c(OC)c2)c1	0.4	0.0	7	11
Cc1ccc(NC(=O)c2cccc(Oc3ccc(C#N)cc3)c2)cc1	-0.4	0.0	-11	-4
Cc1cc2c(=O)n(CC(=O)NCC(=O)Nc3ccc(F)cc3)cnc2s1	-0.5	-0.1	0	3
CCCCN1C(=O)C2C(c3ccccc3O)NC(C)(C(=O)O)C2C1=O (stereo not given)	-1.4	0.3	11	6
Nc1cc(-c2cccc(F)c2)nn1S(=O)(=O)c1ccc([N+](=O)[O-])cc1	-0.7	0.3	12	18
NC(=O)c1ccc(NC(=O)C2c3ccccc3Oc3ccccc32)cc1	0.2	0.1	0	1
O=C(NC1CC1)c1ccc2c(c1)NC(=O)C(CSCc1ccc(F)cc1)N2 (stereo not given)	-2.3	0.1	-2	-6
CCc1c(C)nc2cc(-c3ccc(F)cc3)[nH]n2c1=O	0.5	-0.1	-50	10
COc1ccc(S(=O)(=O)Nc2ccccc2C(=O)NC(C)(C)C)cc1OC	0.6	0.0	7	5
O=c1oc2cc(O)ccc2cc1-c1nc(-c2cccs2)cs1	-10	0.2	77*	-18
Cc1ccc(N2C(=O)CC(NCCCN3CCOCC3)C2=O)cc1 (stereo not given)	-0.4	-0.1	7	12

7 entries from above, ordered by molecular weight, descending:
SMILES	GPR151 ag	FBW7 activator	TEAD-YAP inh	MITF inh
CCOC(=O)c1c(NC(=O)Cc2ccc(OCC)c(OCC)c2)sc2c1CCCCC2	1.2	0.4	-4	28
N#CCSc1nc2cc(C(=O)N3CCC(C(N)=O)CC3)ccc2c2nc3ccccc3n12	-1.5	0.0	12	21
CCOc1ccccc1-n1c(SCC(=O)N2CCCC2)nnc1-c1ccc(O)cc1	-1.6	-0.1	-6	-9
COc1cc(F)ccc1S(=O)(=O)N1CCN(c2cccc(Cl)c2)CC1	-1.2	0.1	7	18
Nc1cc(-c2cccc(F)c2)nn1S(=O)(=O)c1ccc([N+](=O)[O-])cc1	-0.7	0.3	12	18
COc1cc(OC)cc(C(=O)O/N=C(\N)c2ccc(OC)c(OC)c2)c1	0.4	0.0	7	11
Cc1ccc(NC(=O)c2cccc(Oc3ccc(C#N)cc3)c2)cc1	-0.4	0.0	-11	-4

Next part.
SMILES	GPR151 ag	FBW7 activator	TEAD-YAP inh	MITF inh
O=C(c1cnccn1)N1CCc2[nH]nc(-c3ccccc3)c2C1	-0.3	0.1	3	15
Cc1ccc2c(c1)C1CN(C)CCC1N2C(=O)c1ccc(Cl)c([N+](=O)[O-])c1 (stereo not given)	0.3	0.1	10	6
CCc1ccc2[nH]c(=O)c(CN(CCO)C(=O)c3ccccc3)cc2c1	-0.1	0.0	6	-2
COC(=O)COc1ccc2c(C(F)(F)F)cc(=O)oc2c1	-1.2	-0.2	12	3
O=c1cccc(-c2ccccc2)n1Cc1ccc(F)cc1F	-0.4	0.1	-7	42
Fc1cccc(-c2cnc3ccc(NCCc4cccnc4)nn23)c1	1.7	-0.2	65*	20
COc1cc(/C=C2/C(=N)N3N=C(c4ccccc4)SC3=NC2=O)ccc1OCCOc1ccccc1Cl	-1.4	0.1	4	-13
Brc1ccc(SCCc2ccc3cc(-c4ccccc4)cn3c2)cc1	-0.9	0.1	-14	-16
O=C(CSc1nc2ccccc2n1S(=O)(=O)c1ccc(Br)cc1)c1ccc(Cl)cc1	0.7	-0.1	-22	2
N#Cc1ccc(Cl)cc1NC(=O)CSc1cccc[n+]1[O-]	0.8	-0.1	-1	-7
CCOc1ccccc1CN1CCCC(C(=O)N2CCCCCC2)C1 (stereo not given)	-0.9	0.2	27	70*
O=C(O)c1cc2c3c(c1)C1C=CCC1CN3CC1CC=CC21 (stereo not given)	0.7	0.0	12	76*
Cc1cc(C)n(-c2cc(-c3ccccc3)nc(C)n2)n1	0.1	0.0	8	-5
Cc1ccc(C(=O)NCc2c(C)ncc3c2CCN(C(=O)C(C)C)C3)s1	-0.3	0.2	1	22
COc1cccc(C2C3=C(CCCC3=O)N(c3cccc(Br)c3)C(=N)/C2=C(/O)c2ccccc2)c1OC (stereo not given)	0.3	-0.1	-6	26
CN1C2=C(C(=O)CCC2)C(c2cc(Cl)ccc2O)C2=C1CCCC2=O	0.6	0.0	10	5
O=C(NC1=NCCS1)c1ccc(Cl)s1	0.9	-0.1	-56	14
CNc1nc(SC)nc(N(C#N)CC(=O)OC)n1	1.0	0.6	2	9
CC1(O)N(CC(=O)O)C(=O)OC12CCCCC2 (stereo not given)	-0.9	0.1	-2	-8
CC1CCCN(S(=O)(=O)c2ccc3oc(=O)ccc3c2)C1 (stereo not given)	-1.9	0.0	5	10
O=C(Cn1ccc2ccccc2c1=O)NCCC(=O)Nc1ccc(C(F)(F)F)cc1	2.2	0.2	3	8
CCOc1ccc(C2=NN3C(C2)c2cc(Cl)ccc2OC3c2ccc(SC)cc2)cc1 (stereo not given)	-1.9	0.0	-22	-5
CCOC(=O)c1cc2c(=O)n3cccc(C)c3nc2n(C(C)C)c1=N	-0.3	-0.2	3	-13
O=C(C(Cc1ccccc1)n1cccc1)N1CCN(Cc2ccccc2)CC1 (stereo not given)	-0.5	-0.4	10	4
COC(=O)c1ccc(Cl)c(NS(=O)(=O)c2ccc(C)cc2)c1	-1.7	0.7	57*	12
CCn1c(-c2cccs2)nn(CN2CCC(C)CC2)c1=S	-1.4	0.4	0	-2
